Compound activity as filed in PubChem BioAssay.
M1 ag parental = counter-screen for M1 agonists: effect in parental CHO-K1 cells; AID 602248, 2012; 360,000 tested, 0.48% active; activation, % at 3 µM; Fluo-8 calcium fluorescence; scaled to maximal ATP response, vehicle zero; in the data active means activation above about 15%;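 further: untransfected CHO-K1 host cells lacking M1 receptor as counterscreen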
CHO parental Ca = ATP-evoked calcium signal inhibitors, parental CHO, primary screen, counter-screen for OX1R antagonist project, cell-based, fluorescence, Fluo-8 calcium dye; parental CHO-K1, ATP-induced calcium, Fluo-8 fluorescence; inhibition, % at 5.6 µM; 330,000 tested, 0.63% active;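 active means inhibition above that plate's mean sample inhibition plus 3 SD, cut at about 26% in these data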;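 further: 0% = ATP-challenged DMSO wells and 100% = DMSO wells without ATP; some compounds past the cut are filed as inactive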
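test system = CHO parental line | reagent = ATP stimulus | measured by = intracellular calcium via Fluo-8 no-wash fluorescent dye | control set = ATP and no-ATP DMSO wells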
CHRM1 antagonist = human M1 muscarinic receptor antagonists, primary screen, CHO-K1 cells, Fluo-8 calcium fluorescence, 1536-well; Muscarinic acetylcholine receptor M1 (Homo sapiens), P11229; CHO-K1 hM1, ACh EC80 antagonist; inhibition, % at 3 µM; 360,000 tested, 1.3% active; AID 588852, 2011;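 active means percent inhibition above its own plate's cutoff, namely the mean of that plate's compound wells plus 3 SD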;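 further: peak over basal fluorescence ratio during 140 s after agonist addition; 0% = ACh EC80 plus DMSO and 100% = DMSO alone without agonist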
Target sequence (P11229 whole entry, looked up): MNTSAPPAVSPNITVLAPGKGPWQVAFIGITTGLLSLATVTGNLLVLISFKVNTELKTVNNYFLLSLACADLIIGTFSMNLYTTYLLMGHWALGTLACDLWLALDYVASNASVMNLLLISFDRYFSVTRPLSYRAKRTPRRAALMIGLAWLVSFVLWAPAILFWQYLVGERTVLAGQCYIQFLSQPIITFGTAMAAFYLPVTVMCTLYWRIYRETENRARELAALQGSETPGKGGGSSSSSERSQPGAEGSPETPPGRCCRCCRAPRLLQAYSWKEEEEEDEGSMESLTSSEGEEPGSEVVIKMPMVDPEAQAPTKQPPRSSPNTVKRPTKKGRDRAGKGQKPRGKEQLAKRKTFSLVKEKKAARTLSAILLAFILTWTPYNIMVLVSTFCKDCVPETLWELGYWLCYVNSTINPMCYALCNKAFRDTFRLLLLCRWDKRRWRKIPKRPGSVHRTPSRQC
M1 ag = human M1 muscarinic receptor agonists, primary screen, Fluo-8 calcium fluorescence, CHO-K1 cells, HTS | activation, % at 3 µM | Muscarinic acetylcholine receptor M1 (Homo sapiens), P11229 | CHO-K1 hM1, agonist mode; 0% DMSO, 100% acetylcholine EC100 | 360,000 tested, 0.33% active | AID 588814, 2011;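 active means activation above the run's mean compound activation plus 3 SD, cut at about 16% in these data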;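 further: peak over basal fluorescence ratio within a 140 s kinetic read after compound addition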
CHRM1 PAM = human M1 muscarinic receptor positive allosteric modulators, primary screen, CHO-K1 cells, Fluo-8 calcium fluorescence, 1536-well | 360,000 tested, 0.088% active | AID 588819, 2011 | activation, % at 3 µM | CHO-K1 hM1, ACh EC20; 0% = ACh EC20, 100% = maximal ACh; in the data active means activation above about 19%, passing the limit was not always enough
TAAR1 agonist = human TAAR1 agonists, primary screen, Fluo-8 calcium fluorescence, CHO RD-HGA16 cells; vehicle wells 0%, saturating PEA agonist 100%; activation, % at 3 µM; 360,000 tested, 0.99% active; AID 624467, 2012;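 active means activation above the mean activation of all test compounds in the run plus 3 SD, cut at about 38% in these data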
Target sequence (Q96RJ0 whole entry, looked up): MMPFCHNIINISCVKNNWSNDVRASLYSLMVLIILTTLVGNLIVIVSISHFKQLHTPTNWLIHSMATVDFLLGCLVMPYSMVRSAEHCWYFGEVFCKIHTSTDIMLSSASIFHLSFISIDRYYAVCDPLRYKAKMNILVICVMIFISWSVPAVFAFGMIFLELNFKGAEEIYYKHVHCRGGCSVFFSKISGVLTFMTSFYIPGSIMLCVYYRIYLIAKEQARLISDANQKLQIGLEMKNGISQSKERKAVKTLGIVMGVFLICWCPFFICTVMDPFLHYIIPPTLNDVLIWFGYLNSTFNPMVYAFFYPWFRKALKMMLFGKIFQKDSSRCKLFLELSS
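System: CHO-derived RD-HGA16 cells with stable Gα16 and human TAAR1. Times: 17-24 h plating, Fluo-8 75 min 37 °C, 30 min RT. Measured by: calcium-sensitive Fluo-8 signal, excitation 470-495, emission 515-575 nm. Read-out basis: % activation relative to PEA EC100 response. Control set: DMSO and PEA EC100. Repeats: no replicates (n 1).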
TAAR1 antag = human TAAR1 antagonists, primary screen, Fluo-8 calcium fluorescence, CHO RD-HGA16 cells; AID 624466, 2012; antagonist; inhibition, % at 3 µM; 360,000 tested, 1.5% active;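 active means inhibition above a per-plate cutoff, the mean inhibition of test compounds on that plate plus 3 SD, cut at about 49% in these data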;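 further: 0% = DMSO plus EC80 beta-PEA response and 100% = DMSO alone without agonist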
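System: RD-HGA16 CHO cells with stable hTAAR1 and Gα16 | Probe or stimulus: EC80 β-phenethylamine stimulus | Dosing: 3 µM, single point | Times: Dye loading 75 min at 37 °C, then 30 min room temperature | Measured by: Fluo-8 calcium-sensitive fluorescence | Read-out basis: % inhibition of agonist calcium response | Replicates: n of 1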
M1 PAM parental = nonselective calcium activators in parental CHO-K1 cells, primary screen, counter-screen for M1 PAM project, cell-based, Fluo-8 calcium fluorescence, full deck, 1536-well | activation, % at 3 µM | AID 602247, 2012 | ATP EC20; 0% at ATP EC20, 100% at ATP max | 360,000 tested, 0.02% active;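 active means activation above the run cutoff, the mean activation of all test compounds plus 3 SD, cut at about 40% in these data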;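 further: peak over basal fluorescence ratio in a 140 s read after ATP addition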
CHO-K1 Ca antag = counter-screen for M1 antagonists: effect in parental CHO-K1 cells. AID 602250. inhibition, % at 3 µM. 360,000 tested, 0.6% active. ATP-induced calcium, Fluo-8 fluorescence;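 active means inhibition above a per-plate cutoff, the plate's mean sample inhibition plus 3 SD, cut at about 24% in these data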;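 further: 0% = DMSO plus EC80 ATP and 100% = DMSO alone without ATP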
An asterisk follows results filed as active; x = no result given.

SMILES | M1 ag parental | CHO parental Ca | CHRM1 antagonist | M1 ag | CHRM1 PAM | TAAR1 agonist | TAAR1 antag | M1 PAM parental | CHO-K1 Ca antag
COc1ccc(CNC[C@H]2O[C@@H](n3ccc(=O)[nH]c3=O)[C@H](O)[C@@H]2O)cc1 | -0.2 | x | -18 | -2 | 1 | 0 | -2 | 4 | -10
O=C(COc1ccc(Cl)cc1)NCCCNC(=O)c1cnccn1 | 1.6 | -11 | -9 | -3 | 10 | 2 | 6 | 22 | -4
CCCCC(=O)NC(c1cccs1)c1cc(Cl)c2cccnc2c1O (stereo not given) | 1.1 | -8 | -4 | -3 | 6 | 11 | 1 | 14 | -19
COc1ccc(C2=NN(C(=O)CCC(=O)O)C(c3cccs3)C2)cc1OC (stereo not given) | 0.9 | 7 | -8 | -6 | 14 | 11 | 8 | 26 | -7
CCOc1ccccc1NC(=S)NCc1ccccc1 | 0.5 | -10 | -15 | -8 | 11 | -1 | 1 | 0 | -5
Cc1ccc(NC(=O)COC(=O)CNC(=O)c2ccc(Cl)cc2Cl)cc1S(=O)(=O)N1CCOCC1 | 2.7 | -10 | 2 | 1 | 2 | 3 | -20 | 5 | -4
COc1ccc(C(=O)OCC(=O)Nc2sccc2C(N)=O)cc1OC | 10 | -13 | 21 | 2 | -14 | 12 | 64* | 9 | -4
Nc1nc(-c2ccc(Cl)cc2)nn1C(=O)c1cccnc1 | -1.0 | -14 | 4 | -3 | -3 | 3 | 1 | 4 | -3
CCCc1cc(C(=O)Nc2nnc(C)s2)cs1 | -0.1 | -18 | -8 | 1 | 7 | 6 | -6 | 17 | -6
O=C(Nc1ccc2ccccc2c1)/C(=C/c1cccc(Br)c1)NC(=O)c1ccco1 | 0.5 | -6 | -4 | -9 | 3 | 0 | 14 | 20 | -19

Two records drawn at random from the list so far:
SMILES | M1 ag parental | CHO parental Ca | CHRM1 antagonist | M1 ag | CHRM1 PAM | TAAR1 agonist | TAAR1 antag | M1 PAM parental | CHO-K1 Ca antag
Nc1nc(-c2ccc(Cl)cc2)nn1C(=O)c1cccnc1 | -1.0 | -14 | 4 | -3 | -3 | 3 | 1 | 4 | -3
O=C(COc1ccc(Cl)cc1)NCCCNC(=O)c1cnccn1 | 1.6 | -11 | -9 | -3 | 10 | 2 | 6 | 22 | -4

Back to the main list with the 3 entries that preceded the break.
SMILES | M1 ag parental | CHO parental Ca | CHRM1 antagonist | M1 ag | CHRM1 PAM | TAAR1 agonist | TAAR1 antag | M1 PAM parental | CHO-K1 Ca antag
Nc1nc(-c2ccc(Cl)cc2)nn1C(=O)c1cccnc1 | -1.0 | -14 | 4 | -3 | -3 | 3 | 1 | 4 | -3
CCCc1cc(C(=O)Nc2nnc(C)s2)cs1 | -0.1 | -18 | -8 | 1 | 7 | 6 | -6 | 17 | -6
O=C(Nc1ccc2ccccc2c1)/C(=C/c1cccc(Br)c1)NC(=O)c1ccco1 | 0.5 | -6 | -4 | -9 | 3 | 0 | 14 | 20 | -19
CCOC(=O)C(=O)Nc1nc(-c2ccc3c(c2)CCN3C(=O)C2CC2)c(C)s1 | 0.3 | -24 | -10 | -2 | 8 | -5 | -16 | 2 | -15
CCOC(=O)C1=C(C)NC(=S)NC1c1ccc(OC(=O)c2ccco2)cc1 (stereo not given) | -0.2 | -3 | 4 | -5 | 0 | 3 | 0 | -5 | 11
O=C(NCc1cn2ccsc2n1)Nc1ccc(Cl)cc1 | 0.3 | -12 | -8 | -3 | 4 | 3 | 3 | 17 | -18
COc1ccccc1NC(=O)CN1CCN(CC(=O)Nc2ccc(Cl)c(C(F)(F)F)c2)CC1 | 2.6 | x | -25 | 5 | 9 | 17 | 22 | 13 | -6
CN(C)CCN(C(=O)c1ccc(S(=O)(=O)N(C)c2ccccc2)cc1)c1nc2ccc(Cl)cc2s1 | 2.1 | -2 | 4 | -6 | 0 | 0 | -10 | 11 | -6
Cc1ccc(CNc2ccc(N3C(=O)CC(C)C3=O)cc2[N+](=O)[O-])cc1 (stereo not given) | 5.5 | -11 | -5 | -5 | 1 | 4 | -4 | 10 | -3
Cc1ccc(NC(=O)CN(c2ccc(C)cc2)S(=O)(=O)c2cccc3nonc23)cc1 | 5.5 | -15 | -14 | -12 | 7 | -1 | 12 | 26 | -6
CSc1ccccc1C(=O)C1CCCN(C(=O)c2cc(C(C)C)no2)C1 (stereo not given) | 8.6 | -12 | 2 | -5 | -1 | 4 | -6 | 2 | -11
Cc1cc(Br)c(NC(=O)COC(=O)CC2CC3CCC2C3)c(Br)c1 (stereo not given) | -0.8 | -28 | -6 | -5 | 1 | 3 | -6 | -1 | -1
CCCn1nnnc1NCc1ccccc1OCc1cccs1 | 0.5 | -21 | 4 | -4 | -3 | 7 | -9 | 8 | -1
CCN(C(=O)COC(=O)c1cccc(C)c1[N+](=O)[O-])c1c(N)n(Cc2ccccc2)c(=O)[nH]c1=O | 1.1 | x | -13 | -1 | 2 | 5 | -30 | 1 | -6
CCCn1nc(Oc2nc(NCC)nc(NC(C)C)n2)ccc1=O | 0.1 | 2 | 5 | -1 | -1 | 18 | 6 | 3 | 11
COc1ccccc1N1CC(C(=O)OCC(=O)Nc2cc(C)on2)CC1=O (stereo not given) | 1.4 | x | -4 | -1 | 5 | 3 | 15 | 8 | -11
CCC(C)NS(=O)(=O)c1ccc(NC(=O)Cc2ccc(OC)cc2)cc1 (stereo not given) | 9.6 | 1 | 10 | 7 | 2 | 34 | 22 | 8 | -11
CC(C)C1NC(C(=O)O)Cc2c1[nH]c1ccccc21 (stereo not given) | 1.3 | -1 | -17 | -6 | 8 | 2 | 10 | 12 | -12
O=C(O)CC(=O)Nc1ccccc1 | 0.1 | -1 | -16 | -2 | 2 | 11 | 4 | 7 | 1
CCCS(=O)(=O)NC(=O)C1(C)CCCN(C(=O)c2ccc(OC)cc2OC)C1 (stereo not given) | 0.0 | x | -24 | 0 | 18 | 1 | -9 | -8 | 7
CC(=O)Nc1ccc(NC(=O)C(C)OC(=O)C2CCCC2)cc1 (stereo not given) | 1.1 | 4 | 4 | 0 | 1 | 1 | -12 | -5 | 15
CC/C(=N/NC(=O)c1ccc2c(c1)OCO2)c1ccccc1O | 0.9 | -7 | -2 | -3 | 11 | 0 | -23 | -10 | -9
C=CCc1ccc(OCCCCNC2CCCC2)c(OC)c1 | 0.6 | -17 | -7 | -14 | 1 | 6 | -17 | 13 | 1
CC1CCN(S(=O)(=O)c2ccc(NC(=O)CN3CCCC3)cc2)CC1 | 4.3 | -8 | -1 | -3 | 8 | 4 | -9 | -8 | -22
Cc1ccc(C(=O)COC(=O)COc2ccc(C)c(C)c2)cc1 | 0.7 | x | -2 | -4 | 0 | 3 | -14 | 4 | 4
COc1cccc(Nc2nnc(SCC(=O)N3CC(C)OC(C)C3)s2)c1 (stereo not given) | 2.1 | -24 | 1 | -5 | 0 | 7 | 0 | 11 | -15
CCCc1cc(C(N)=O)c(NC(=O)c2ccoc2C)s1 | -0.5 | -11 | -11 | -3 | 5 | 6 | -16 | -2 | -15
O=C(O)CCCCCN=C1CCc2ccccc2N1 | 0.5 | x | -20 | -2 | 12 | 0 | 2 | 10 | -14
Cc1ccc(-c2nc(N)n(C(=O)c3cccnc3)n2)cc1 | 0.2 | -1 | -14 | -3 | 8 | 15 | -11 | 13 | -15
CCn1cc(CN2CCC(C(=O)Nc3ccc(Oc4cccnc4)cc3)CC2)cn1 | 0.1 | -1 | -10 | -3 | 8 | 8 | -35 | 9 | -6
C[C@H](NC(=O)c1nc[nH]c1C(=O)NCC(=O)OCc1ccccc1)C(=O)OC(C)(C)C | 3.5 | -25 | 7 | -2 | -8 | 16 | 48 | -9 | 1
COCCN(C(=O)Cc1cccs1)C(C(=O)NC1CCCC1)c1cc(OC)c(OC)c(OC)c1 (stereo not given) | 0.9 | -14 | -13 | -7 | 13 | 2 | -15 | 26 | -5
Cc1ccc2nc(N(CCCN(C)C)C(=O)CN3C(=O)c4ccccc4C3=O)sc2c1 | 3.3 | -6 | -3 | -2 | 4 | 14 | -6 | -1 | -8

Complete entries from above. Order of screens: M1 ag parental | CHO parental Ca | CHRM1 antagonist | M1 ag | CHRM1 PAM | TAAR1 agonist | TAAR1 antag | M1 PAM parental | CHO-K1 Ca antag
COc1ccc(CNC[C@H]2O[C@@H](n3ccc(=O)[nH]c3=O)[C@H](O)[C@@H]2O)cc1 is entered as -0.2 | x | -18 | -2 | 1 | 0 | -2 | 4 | -10
CCCCC(=O)NC(c1cccs1)c1cc(Cl)c2cccnc2c1O (stereo not given) is entered as 1.1 | -8 | -4 | -3 | 6 | 11 | 1 | 14 | -19

Next compounds
SMILES | M1 ag parental | CHO parental Ca | CHRM1 antagonist | M1 ag | CHRM1 PAM | TAAR1 agonist | TAAR1 antag | M1 PAM parental | CHO-K1 Ca antag
COc1ccccc1NC(=S)NCc1ccco1 | 0.1 | -6 | -52 | -1 | 6 | 3 | 0 | 9 | 0
O=C1COc2ccc(C(=O)CCl)cc2N1 | 1.0 | 0 | -15 | -3 | 12 | 1 | -13 | 9 | 15
CCOC(=O)C1CCN(c2ncnc3c2cnn3-c2ccccc2)CC1 | 3.6 | -4 | 3 | -3 | -4 | 1 | -4 | 12 | -3
CC(=O)c1ccc(N2CCN(C(=S)NCc3ccco3)CC2)cc1 | 2.3 | -15 | 2 | -5 | 0 | 3 | 7 | -7 | -3
O=C(CN1CCN(S(=O)(=O)c2ccc(Cl)cc2)CC1)Nc1ccc2c(c1)CCC2 | 3.4 | -4 | 10 | -5 | 3 | 1 | 17 | 23 | -14
CCn1nc(C(C)C)cc1C(=O)N1CCCC(CO)(Cc2ccc(F)cc2F)C1 (stereo not given) | 4.3 | -21 | 4 | 0 | -2 | 5 | -8 | -14 | -13
CC1CCCN(c2nc3c(c(=O)[nH]c(=O)n3C)n2CCSc2nc3ccccc3o2)C1 (stereo not given) | 0.5 | -15 | 13 | -2 | -8 | -1 | -11 | 14 | -7

By substructure: those above with fluorine
SMILES | M1 ag parental | CHO parental Ca | CHRM1 antagonist | M1 ag | CHRM1 PAM | TAAR1 agonist | TAAR1 antag | M1 PAM parental | CHO-K1 Ca antag
COc1ccccc1NC(=O)CN1CCN(CC(=O)Nc2ccc(Cl)c(C(F)(F)F)c2)CC1 | 2.6 | x | -25 | 5 | 9 | 17 | 22 | 13 | -6
CCn1nc(C(C)C)cc1C(=O)N1CCCC(CO)(Cc2ccc(F)cc2F)C1 (stereo not given) | 4.3 | -21 | 4 | 0 | -2 | 5 | -8 | -14 | -13
